Screens as filed in PubChem.
IP6K1 inhibitor: Primary qHTS assay for small molecule inhibitors of Inositol hexaphosphate kinase 1 (IP6K1). Inositol hexakisphosphate kinase 1 (Homo sapiens), Q92551. IP6K1 kinase, ADP-Glo luminescence, 2 h; hits give low values. activity change, % (series mostly up to about 58 µM). 140,000 tested, 0.81% active; in the data active = activity change below about -25%
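ADP-Glo luminescence measures ADP made by human IP6K1 during a 2 h RT reaction with ATP/IP6 (mix at 1.3 mM/130 uM); top library doses 57.5 and 19.1 uM final.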
SNCA viab count: GF-AFC viability counterscreen for inhibitors of alpha-synuclein gene (SNCA) expression. HEK-293-SNCA-luc viability, GF-AFC fluorescence, 24 h. Potency, µM (highest dose often 57.1 µM), inactives show top-dose activity change, negative = cytotoxicity, most hits filed as cytotoxic. 150,000 tested, 0.12% active;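 note: potency is the fitted concentration of half-maximal effect; 0% = DMSO-treated cells and -100% = medium-only wells without cells; nearly all actives have a fitted effect of over 30% in size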
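HEK-293-SNCA-luc cells (1500/well) plated 24 h, then exposed 24 h to a dilution series; GF-AFC added 30 min at 37C, fluorescence 405/540 nm; normalised to medium-only and DMSO wells, Hill fit.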
3T3 cytotox: Cytotoxic Profiling in NIH 3T3 Cell Line of Diverse Libraries Using Quantitative High-Throughput Screening; NIH 3T3 viability, CellTiter-Glo ATP luminescence, 48-72 h; Potency, µM (series often up to 96.7 µM), for the others: top-dose activity change, negative = cytotoxicity, usual class: inhibitors; 94,000 tested, 4.3% active; note: potency is the fitted concentration of half-maximal effect; nearly all actives have a fitted effect of over 55% in size
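Cytotoxicity is measured as loss of cellular ATP: NIH 3T3 cells (400/well) are exposed to compound for 48 or 72 hr at 37 °C, then CellTiter-Glo luminescence is imaged after 10 min at room temperature.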
Luciferase inh: Firefly luciferase inhibition profiling of diverse chemical library using quantitative high-throughput screening; Luciferin 4-monooxygenase (Photinus pyralis), P08659; purified P. pyralis luciferase, luminescence, biochemical; Potency, µM (doses to about 115 µM), for the others: at the highest dose activity change, negative = inhibition, usual class: inhibitors; 76,000 tested, 2.5% active; AID 1347043, 2019; note: potency is the fitted concentration of half-maximal effect; nearly all actives have a fitted effect of over 65% in size
Target sequence (P08659 whole entry, looked up): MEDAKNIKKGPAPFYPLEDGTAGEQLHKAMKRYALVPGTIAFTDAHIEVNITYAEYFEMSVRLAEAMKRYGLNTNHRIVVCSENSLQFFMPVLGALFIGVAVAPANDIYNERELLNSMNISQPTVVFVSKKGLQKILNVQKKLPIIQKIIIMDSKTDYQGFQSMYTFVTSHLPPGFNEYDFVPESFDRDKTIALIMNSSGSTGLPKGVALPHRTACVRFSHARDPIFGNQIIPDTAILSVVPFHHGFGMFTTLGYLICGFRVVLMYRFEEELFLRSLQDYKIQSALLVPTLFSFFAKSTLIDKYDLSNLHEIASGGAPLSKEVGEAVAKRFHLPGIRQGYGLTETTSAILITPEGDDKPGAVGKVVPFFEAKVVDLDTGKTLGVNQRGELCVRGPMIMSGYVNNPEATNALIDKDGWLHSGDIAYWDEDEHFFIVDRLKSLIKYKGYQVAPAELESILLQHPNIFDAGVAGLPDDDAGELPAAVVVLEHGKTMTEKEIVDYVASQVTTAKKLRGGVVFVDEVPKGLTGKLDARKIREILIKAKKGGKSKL
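Luminescence read by CCD imager after adding enzyme (10nM final) to wells holding compound, titrated in qHTS. Substrates 10uM each D-luciferin and ATP; buffer 50mM Tris acetate pH 7.5, 10mM Mg acetate, Tween-20, BSA.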
HEK cytotox: Cytotoxic Profiling in HEK 293 Cell Line of Diverse Libraries Using Quantitative High-Throughput Screening; HEK 293 viability, ATP luminescence (CellTiter-Glo), 48-72 h; Potency, µM (top dose mostly 115 µM), for the others: top-dose activity change, negative = cytotoxicity, hits mostly inhibitors; 94,000 tested, 6.6% active; AID 1345083, 2018; note: potency is the fitted concentration of half-maximal effect; nearly all actives have a fitted effect of over 60% in size
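HEK 293 cells at 250 cells/well were exposed to compounds by pintool transfer for 48 or 72 hr at 37 degree Celsius, 5% CO2. Viability was read as ATP-coupled luminescence with CellTiter-Glo after 10 min at room temperature.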
SNCA expr inhib: Primary qHTS assay for inhibitors of alpha-synuclein gene (SNCA) expression; HEK-293 SNCA-luciferase knock-in, luminescence, 24 h; Potency, µM (highest dose often 57.2 µM), without a hit: top-dose activity change, negative = inhibition, hits mostly inhibitors; 140,000 tested, 0.17% active; AID 1671194, 2021;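 note: potency is the fitted concentration of half-maximal effect; plate controls were DMSO cells for no effect and cell-free wells for full effect; nearly all actives have a fitted effect of over 45% in size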
GPT2 inh: Primary qHTS assay for inhibitors of Glutamate pyruvate transaminase 2 (GPT2) | Recombinant GPT2, coupled pyruvate oxidase/HRP Amplex Red fluorescence | AID 1671188, 2021 | 100,000 tested, 0.25% active | Alanine aminotransferase 2 (Homo sapiens), Q8TD30 | Potency, µM (doses to about 57.7 µM), for the others: top-dose activity change, negative = inhibition, actives largely listed as inhibitors; note: potency is the fitted concentration of half-maximal effect; nearly all actives have a fitted effect of over 60% in size; many of its hits are not listed in these tables
Target sequence (Q8TD30 whole entry, looked up): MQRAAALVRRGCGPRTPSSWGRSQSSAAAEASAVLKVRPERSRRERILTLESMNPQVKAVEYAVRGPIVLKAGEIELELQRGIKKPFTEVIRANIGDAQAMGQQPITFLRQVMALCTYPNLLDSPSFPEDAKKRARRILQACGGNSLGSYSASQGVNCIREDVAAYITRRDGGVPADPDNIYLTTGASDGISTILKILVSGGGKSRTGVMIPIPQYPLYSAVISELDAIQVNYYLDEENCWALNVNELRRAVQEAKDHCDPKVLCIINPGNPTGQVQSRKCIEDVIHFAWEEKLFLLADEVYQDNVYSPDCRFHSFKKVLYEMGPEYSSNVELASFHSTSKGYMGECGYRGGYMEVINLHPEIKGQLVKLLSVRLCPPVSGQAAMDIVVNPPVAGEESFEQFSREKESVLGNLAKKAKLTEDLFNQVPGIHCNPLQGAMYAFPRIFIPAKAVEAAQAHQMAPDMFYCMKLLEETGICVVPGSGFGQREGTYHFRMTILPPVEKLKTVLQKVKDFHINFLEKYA
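Recombinant GPT2 (10ng/uL) with 250uM a-KG and 2mM L-alanine, 30 min at room temperature, in HEPES pH 7.5 buffer. Pyruvate detected by pyruvate oxidase/HRP/Amplex Red fluorescence after 30 min in the dark; AOA (50uM) as positive control.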
Starred values were filed as active, the others as inactive; i = inactive; ? = inconclusive; · = no result given; [ ] = another dose, or the depositor's remark. Unless noted, calls come from the whole dose curve; as a rule, active = well fitted curve in the direction sought with a large enough effect; inconclusive = small, poorly fitted or top-dose-only effect, or another doubt; inactive = no such curve, though single readings can be large; an effect the other way counts as inactive or inconclusive. Unless noted, % is set by controls: 0 for no effect and ±100 for the full control effect.

1	COc1ccc(C)cc1NC(=O)CC1CCCN(c2cn[nH]c(=O)c2)C1 (stereo unspecified)
2	O=C(NCC1CCCCC1)c1ccc2nc(-c3ccccn3)oc2c1
3	O=C(NCc1nnc2n1C(C(=O)NCc1cccnc1)CC2)c1cccnc1 (stereo unspecified)
4	O=C(COc1ccccc1-c1nc(-c2ccccc2)no1)Nc1ccccc1[N+](=O)[O-]
5	CNC(=O)[C@H]1C[C@H](Oc2ccccc2)CN1C(=O)Nc1ccccc1
6	COc1ccc(-c2cn3c(n2)sc2cc(C(=O)NCCC4=CCCCC4)ccc23)cc1

assay / entry	1	2	3	4	5	6
IP6K1 inhibitor	31.3	-4.6	8.3	-0.3	13.1	6.0
SNCA viab count	-2.7%	-10.0%	9.3%	4.2%	8.2%	4.0%
3T3 cytotox	-13.3%	?	-12.6%	·	i	·
Luciferase inh	-4.4%	·	·	·	-7.0%	·
HEK cytotox	8.5%	?	-6.8%	·	-5.0%	·
SNCA expr inhib	-10.6%	51.2%[activator]	36.1%[activator]	-13.6%	-22.0%	116.3%[activator]
GPT2 inh	1.6%	-8.4%	i	·	2.8%	·

7	COc1cc(NS(=O)(=O)c2ccc3[nH]c(=O)[nH]c3c2)cc(OC)c1
8	O=C(Cn1c(=O)oc2ccccc21)NCC1Cn2cccc2C(=O)N1Cc1ccccc1 (stereo unspecified)
9	Cc1cc(NC(=O)c2cc(-c3ccc(Cl)cc3)on2)nn1Cc1ccc(Cl)cc1
10	Cn1cc(C(=O)N2CCOc3c(O)cc(-c4csc5ccccc45)cc3C2)cn1
11	Cc1ccc(CSc2nnc(-n3c(=O)c(C#N)cc4c(=O)n5cccc(C)c5nc43)s2)cc1
12	CC(=O)N1CC(CO)C2(CCN(C(=O)c3cc(C)n(C)n3)CC2)C1 (stereo unspecified)

assay / entry	7	8	9	10	11	12
IP6K1 inhibitor	-1.3	-8.3	10.1	6.6	8.9	14.6
SNCA viab count	4.4%	4.4%	-3.8%	-16.3%	-2.1%	1.1%
3T3 cytotox	·	-8.9%	·	?	·	-2.6%
Luciferase inh	·	6.0%	·	-0.4%	·	-2.7%
HEK cytotox	·	-4.6%	·	25.1µM*	·	i
SNCA expr inhib	12.8%	2.7%	37.8%[activator]	-2.8%	-5.6%	-26.3%
GPT2 inh	·	i	·	i[11.5 µM]	·	i

13	COc1ccc2c(c1)c(CC(=O)O)c(C)n2C(=O)c1ccccc1
14	CCCn1nc(C)c(-c2cc(C(=O)N3CCc4nc5cc(-c6ccccc6)[nH]n5c(=O)c4C3)[nH]n2)c1C
15	O=C(NCc1ccccc1Cl)c1ccccc1NC(=O)c1nsc2ccccc12
16	COC(=O)c1sc2cccc(F)c2c1S(=O)(=O)Nc1ccc(C)cc1Cl
17	COc1ccccc1-c1[nH]ncc1CN1CCC2(CC1)CC(O)CCO2 (stereo unspecified)
18	CCCC(=O)N1Cc2ccccc2CC2(CCCN(Cc3cccnc3)C2)C1 (stereo unspecified)

assay / entry	13	14	15	16	17	18
IP6K1 inhibitor	·	5.7	-2.7	-7.7	4.6	-8.4
SNCA viab count	8.4%	-5.2%	0.8%	-6.7%	-13.7%[12.5 µM]	6.8%
3T3 cytotox	·	-0.1%	·	·	i	i
Luciferase inh	·	?	·	·	-9.2%	·
HEK cytotox	·	-5.8%	·	·	1.0%	-8.0%
SNCA expr inhib	-24.7%	-26.3%	100.0%[activator]	34.7%[activator]	?	2.9%
GPT2 inh	-16.6%	i	·	·	1.0%	2.7%

19	Cc1ccc(NC(=O)Cn2c(=O)oc3cc(S(=O)(=O)N4CCCCC4)ccc32)c(C)c1
20	O=C(Nc1ccc(-c2nnc3n2CCCC3)cc1)Nc1ccccc1Br
21	COCCN1CCN(C[C@@H]2C=C(C)[C@H](Cc3nnc(-c4ccc(OC)cc4)o3)C[C@H]2C(C)C)CC1
22	COCCNC(=O)c1cc(-c2cccc(C(F)(F)F)c2)nc2c1cnn2C
23	O=C1CC(c2noc(Cc3c(F)cccc3Cl)n2)CN1C1CCCCC1 (stereo unspecified)
24	CC1CCN(S(=O)(=O)c2ccc3c(c2)N(CC(=O)NCc2ccccc2Cl)C(=O)CS3)CC1

assay / entry	19	20	21	22	23	24
IP6K1 inhibitor	16.3	-1.6	-11.6	30.1	17.4	-5.6
SNCA viab count	13.9%	3.9%	?	2.9%	-2.9%	?
3T3 cytotox	·	-4.6%	39.8µM*	-36.0%	?	·
Luciferase inh	·	-8.0%	0.7%	·	-5.7%	·
HEK cytotox	·	-5.1%	39.8µM*	-2.7%	?	·
SNCA expr inhib	38.3%[activator]	-25.5%	?	-0.5%	-8.8%	-5.1%
GPT2 inh	·	i	-7.9%	-1.8%	-25.2%	·

25	CC(C)N1CCN(C(=O)CC2Sc3ncccc3N(C)C2=O)CC1 (stereo unspecified)
26	O=C(NCc1ccc(C(F)(F)F)cc1)c1cc(-c2ccsc2)c2nncn2n1
27	COc1cccc(N2CC(NC(=O)c3ccc(S(=O)(=O)N4CCOCC4)cc3)CC2=O)c1 (stereo unspecified)
28	CN(CC(=O)Nc1cccc(F)c1)S(=O)(=O)c1ccc2c(c1)n(C)c(=O)c(=O)n2C
29	COc1ccc(C(=O)N[C@@H]2CCC[C@@H]2C(=O)NCCCc2ccccc2)cc1
30	CCc1cccc(NC(=O)C2CCN(C(=O)c3cnn(-c4ccccc4)c3-n3cccc3)CC2)c1

assay / entry	25	26	27	28	29	30
IP6K1 inhibitor	5.4	13.5	31.8	-13.5	9.1	-6.0
SNCA viab count	17.3%	-13.3%	2.2%	-8.2%	-15.6%	-2.1%
3T3 cytotox	-26.4%	?	·	·	-3.0%	·
Luciferase inh	0.0%	·	·	·	1.8%	·
HEK cytotox	-13.7%	?	·	·	i	·
SNCA expr inhib	27.8%	-3.9%	-10.3%	29.1%	7.4%	?
GPT2 inh	i	3.3%	·	·	i	·

31	O=C(NCCC1=CCCCC1)c1ccc2c(c1)N(Cc1ccccc1F)C(=O)c1ccccc1S2=O (stereo unspecified)
32	COCc1noc([C@@H]2CC(F)(F)CN2C(=O)Cc2ccccc2F)n1
33	Cc1cn(C[C@H](NC(=O)c2cccc(F)c2)C(=O)O)c(=O)[nH]c1=O
34	N#Cc1cccc(C(=O)NCc2nnc3ccc(-c4ccc(F)cc4)nn23)c1
35	CCc1ccc(CN2C(=O)C3(CCOCC3)CC2c2nnnn2CCOC)cc1 (stereo unspecified)
36	O=C(N[C@H]1CCN2C(=O)c3cc(-c4cccc(C(F)(F)F)c4)ccc3NC(=O)[C@@H]2C1)c1ccncc1

assay / entry	31	32	33	34	35	36
IP6K1 inhibitor	27.5	4.3	-0.4	13.1	3.8	3.5
SNCA viab count	8.2%	-0.6%	-10.6%[87.6 µM]	-14.7%	-5.6%	-7.4%
3T3 cytotox	·	2.9%	-22.8%[174 µM]	?	2.5%	?
Luciferase inh	·	-3.8%	1.1%[172 µM]	0.0%	-3.6%	-2.5%
HEK cytotox	·	-5.7%	-13.4%[172 µM]	?	i	39.8µM*
SNCA expr inhib	-13.6%	-6.6%	-20.3%[87.6 µM]	-7.7%	?	?
GPT2 inh	·	-15.0%	0.1%[88.5 µM]	3.0%	i	2.9%

37	CCNC(=O)NC[C@H]1O[C@H](Cc2cc(-c3ccccc3)on2)CC[C@@H]1O
38	CC(C)CN1CC(COc2cccc(C(F)(F)F)c2)Oc2ccnc(-c3ccc(OCC(=O)O)cc3)c2C1=O (stereo unspecified)
39	Nc1nc(Cl)nc2c1ncn2C1OC(CO)C(O)C1F (stereo unspecified)
40	O=C1NC2(CCCN(Cc3ccccc3C(F)(F)F)C2)Oc2ccccc21 (stereo unspecified)
41	Cc1ccc(-n2nc(C(=O)N3CCCCC3C)c(=O)n(C)c2=O)cc1 (stereo unspecified)
42	O=C(Nc1cccc(C(F)(F)F)c1)c1cnc2c(c1)N(C(=O)CCc1ccccc1)CCC2

assay / entry	37	38	39	40	41	42
IP6K1 inhibitor	3.3	-0.3	-5.4	11.4	4.6	8.0
SNCA viab count	-1.9%[87.6 µM]	8.0%	-19.0%	1.0%	10.7%	5.9%
3T3 cytotox	-3.3%[138 µM]	·	·	?	·	-24.1%
Luciferase inh	-7.3%[172 µM]	·	·	-15.3%	·	7.0%
HEK cytotox	-0.4%[172 µM]	·	·	44.7µM*	·	?
SNCA expr inhib	7.6%[87.6 µM]	2.5%	·	-25.3%	-2.2%	-24.4%
GPT2 inh	4.1%[88.5 µM]	-1.8%	1.9%	?	·	2.9%

43	COCCNC(=O)[C@H]1C[C@H](Oc2ccccc2)CN1Cc1ccncc1
44	O=C(CN1CCCc2nc(C3CC3)ncc2C1=O)NCCc1c[nH]c2ccccc12
45	CC1CCN(S(=O)(=O)c2ccc3c(ccn3CC(=O)NCc3ccc(N(C)C)cc3)c2)CC1
46	COC(=O)N1CCC[C@@H]1C(=O)N1CCCC(c2nc3ccncc3[nH]2)C1 (stereo partly specified)
47	Cn1cc(-c2cnc(Nc3ccc(F)c(Cl)c3)c3c2CCO3)cn1

assay / entry	43	44	45	46	47
IP6K1 inhibitor	0.8	6.1	26.2	8.7	-9.1
SNCA viab count	-6.8%	-3.7%	8.5%	-1.0%	-3.1%[87.6 µM]
3T3 cytotox	-5.8%	-9.1%	·	i	-40.3%[138 µM]
Luciferase inh	0.0%	-8.1%	·	·	-19.8%[172 µM]
HEK cytotox	-9.9%	-3.8%	·	i	?
SNCA expr inhib	7.8%	23.7%	5.5%	-0.9%	3.5%[87.6 µM]
GPT2 inh	i	i	·	i	-18.3%[88.5 µM]

Whole records, quoted from the list.
Profile of `Cn1cc(-c2cnc(Nc3ccc(F)c(Cl)c3)c3c2CCO3)cn1` = IP6K1 inhibitor = -9.1; SNCA viab count = -3.1%[87.6 µM]; 3T3 cytotox = -40.3%[138 µM]; Luciferase inh = -19.8%[172 µM]; HEK cytotox = ?; SNCA expr inhib = 3.5%[87.6 µM]; GPT2 inh = -18.3%[88.5 µM]
Profile of `O=C(CN1CCCc2nc(C3CC3)ncc2C1=O)NCCc1c[nH]c2ccccc12` = IP6K1 inhibitor = 6.1; SNCA viab count = -3.7%; 3T3 cytotox = -9.1%; Luciferase inh = -8.1%; HEK cytotox = -3.8%; SNCA expr inhib = 23.7%; GPT2 inh = i
Profile of `COC(=O)N1CCC[C@@H]1C(=O)N1CCCC(c2nc3ccncc3[nH]2)C1` (stereo partly specified) = IP6K1 inhibitor = 8.7; SNCA viab count = -1.0%; 3T3 cytotox = i; Luciferase inh = ·; HEK cytotox = i; SNCA expr inhib = -0.9%; GPT2 inh = i

Not all compounds are listed (hit frequency here may not be typical).
